TLR4 MyD88 comp = inhibitors of TLR4-MyD88 association in cells, primary screen, cell-based, HeLa CL3-4, BLA complementation, FRET ratio. Toll-like receptor 4 (Homo sapiens) + Myeloid differentiation primary response protein …. HeLa CL3-4 TLR4/MyD88 BLA complementation. inhibition, % at 8.4 µM. hit rate 0.18% among 200,000. AID 861, 2007; in the data active means inhibition above about 25%;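 further: 0% = vehicle and 100% = reference inhibitor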
Target sequence (O00206 whole entry, looked up): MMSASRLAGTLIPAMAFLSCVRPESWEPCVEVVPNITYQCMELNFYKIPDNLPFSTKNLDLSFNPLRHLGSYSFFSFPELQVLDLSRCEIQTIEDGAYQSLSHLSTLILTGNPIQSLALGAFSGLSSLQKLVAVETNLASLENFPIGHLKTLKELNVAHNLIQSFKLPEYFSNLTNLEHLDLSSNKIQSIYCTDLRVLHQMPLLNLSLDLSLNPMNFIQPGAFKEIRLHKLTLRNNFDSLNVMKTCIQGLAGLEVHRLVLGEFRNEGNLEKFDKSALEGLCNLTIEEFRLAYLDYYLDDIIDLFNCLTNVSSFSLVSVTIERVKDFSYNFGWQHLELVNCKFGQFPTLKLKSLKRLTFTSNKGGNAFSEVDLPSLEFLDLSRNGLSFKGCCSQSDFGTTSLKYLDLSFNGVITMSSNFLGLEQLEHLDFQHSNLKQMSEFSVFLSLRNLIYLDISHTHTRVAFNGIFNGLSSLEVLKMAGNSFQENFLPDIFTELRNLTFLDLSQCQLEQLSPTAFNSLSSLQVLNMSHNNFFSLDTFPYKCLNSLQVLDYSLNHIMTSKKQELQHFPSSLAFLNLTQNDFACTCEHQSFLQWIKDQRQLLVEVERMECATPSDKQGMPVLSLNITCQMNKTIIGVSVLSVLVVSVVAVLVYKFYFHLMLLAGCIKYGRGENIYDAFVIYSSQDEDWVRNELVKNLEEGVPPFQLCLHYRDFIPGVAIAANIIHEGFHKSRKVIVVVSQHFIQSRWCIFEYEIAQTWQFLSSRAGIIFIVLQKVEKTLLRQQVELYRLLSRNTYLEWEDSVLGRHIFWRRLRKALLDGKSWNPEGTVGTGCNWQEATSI
Target sequence (Q99836 whole entry, looked up): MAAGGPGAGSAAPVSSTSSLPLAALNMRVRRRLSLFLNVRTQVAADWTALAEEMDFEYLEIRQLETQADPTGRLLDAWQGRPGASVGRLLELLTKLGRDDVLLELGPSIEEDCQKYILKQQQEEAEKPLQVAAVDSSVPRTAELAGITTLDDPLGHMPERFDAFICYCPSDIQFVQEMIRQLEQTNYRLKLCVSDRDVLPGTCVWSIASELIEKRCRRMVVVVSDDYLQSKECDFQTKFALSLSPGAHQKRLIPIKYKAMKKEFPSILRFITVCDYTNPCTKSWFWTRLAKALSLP
Hsp70 act = Hsp70 transcriptional activators, primary screen, cell-based, HeLa, Hsp70 promoter luciferase, luminescence, 10 µM; HeLa Hsp70 promoter luciferase reporter; scaled: vehicle 0, proteasome-inhibitor control 100%; activation, % at 10 µM; hit rate 0.04% among 200,000;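 active means activation above the mean across all tested compounds plus 3 SD, cutoff set per campaign, cut at about 5.5% in these data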;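 further: 100% = MG132 at 30 µM as the positive control and 0% = DMSO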
STAT3 blocker = IL-6 driven STAT3 reporter inhibitors, primary screen, U3A cells, luciferase, luminescence, MLSCN library | inhibition, % at 5.5 µM | IL-6 STAT3-luciferase reporter; host cell line lacks STAT1 | hit rate 0.89% among 190,000;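 active means inhibition above the mean inhibition across all screened compounds plus 3 SD, cut at about 44% in these data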;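 further: 0% = DMSO only wells and 100% = 100 µM nifuroxazide control wells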
G6PDH counter = L. mesenteroides G6PDH inhibitors, counter-screen for G6PDH-coupled screening assays, biochemical, Leuconostoc mesenteroides enzyme | glucose-6-phosphate dehydrogenase [Leuconostoc mesenteroides] | Purified L. mesenteroides G6PDH, diaphorase/resazurin coupled fluorescence, 45 min | inhibition, % at 5 µM | hit rate 0.12% among 200,000 | AID 1020, 2008; in the data active means inhibition above about 50%
STAT1 activator = STAT1 signaling activators, primary screen, cell-based, HTS, luciferase reporter; activation (% of control), % at 5.5 µM; NIH 3T3 STAT1-luciferase reporter, IFN-gamma, luminescence; 100% = IFN-gamma alone, no compound; AID 932, 2007; hit rate 2.6% among 200,000;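 active means activation above the screen-wide mean activation plus 3 SD, cut at about 130% in these data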;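 further: raw ratio to IFN-gamma control signal so 100% means no change and 0% no light; values of inactives mirror those of a sister screen read the other way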
STAT3 act = IL-6 driven STAT3 reporter potentiators, primary screen, U3A cells, luciferase, luminescence, MLSCN library; activation (% of control), % at 5.6 µM; AID 871, 2007; IL-6 STAT3-luciferase reporter; 100% = signal with IL-6 EC80 alone; hit rate 0.91% among 190,000;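 active means activation above the screen-wide mean of compound activation plus 3 SD, cut at about 130% in these data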;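 further: 0% = background luminescence of wells with medium and substrate only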
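Material: human STAT1-deficient U3A cells with stable STAT3-luciferase reporter / Probe or stimulus: IL-6 stimulus at 33 ng/mL final / Schedule: 1 h compound pre-exposure, 6 h IL-6 stimulation, 37 °C / Technique: luminescence / Read-out basis: percent of IL-6-only median luminescence / Control set: IL-6-only high control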
STAT1 inh = STAT1 signaling inhibitors, primary screen, cell-based, HTS, luciferase reporter | NIH 3T3 STAT1-luciferase reporter, IFN-gamma, luminescence | inhibition, % at 5.5 µM | hit rate 0.35% among 200,000 | AID 920, 2007;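 active means inhibition above a set limit, the mean inhibition across all tested compounds plus 3 SD, cut at about 34% in these data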;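 further: 0% = IFN-gamma with DMSO and 100% = IFN-gamma with 300 µM nifuroxazide; values of inactives mirror those of a sister screen read the other way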
Diaphorase inh = diaphorase inhibitors and chemical oxidizers, primary screen, counter-screen for diaphorase-coupled primary assays, biochemical, uHTS, resorufin fluorescence | hit rate 0.69% among 190,000 | inhibition, % at 20 µM | diaphorase resazurin-to-resorufin fluorescence, NADH, 16 min; bacterial (C. kluyveri) enzyme, not human;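 active means primary screen inhibition at 20 µM above a set limit, cut at about 50% in these data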;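 further: plate controls were DMSO with full reaction for no effect and wells lacking NADH for full effect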
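Assay system: diaphorase enzyme from Clostridium kluyveri; Input: enzyme working solution with 0.14 U/mL diaphorase; Timing: 16 min at room temperature; Technique: resorufin fluorescence, excitation 544 nm, emission 590 nm; Benchmarks: positive control minus NADH, DMSO neutral control.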
APP 5UTR inh = inhibitors of APP translation via 5'UTR reporter, primary screen, APP 5'UTR luciferase, SH-SY5Y cells. SH-SY5Y APP 5'UTR-luciferase reporter, luminescence. inhibition, % at 2 µM. hit rate 0.82% among 190,000;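 active means inhibition above a set limit, derived from the sample mean plus 3 SD, cut at about 45% in these data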; further: values of inactives mirror those of a sister screen read the other way
Diaph act CS = compounds boosting diaphorase resazurin reduction – biochemical, uHTS, resorufin fluorescence, counter-screen for diaphorase-coupled primary assays, primary screen; activation factor at 20 µM; hit rate 0.005% among 190,000; Diaphorase/resazurin coupled assay, 16 min; active compounds read high; 1 = vehicle wells, 0 = NADH-free wells; AID 1229, 2008;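 active means diaphorase activity raised at least twofold by the compound at 20 µM; inactive means activation factor below 2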
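Test system: Clostridium kluyveri diaphorase, purified enzyme; input: enzyme 0.07 U/mL final; buffer or medium: 50 mM HEPES pH 7.4 with 4.542 mM MgCl2, 0.005% Tween 20; also added: 0.114 mM NADH and 0.1 mM resazurin, final amounts; schedule: 16 min enzyme reaction, ambient temperature; technique: fluorescence of resorufin, 544 nm excitation, 590 nm emission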
Active calls of the source: *; · = no result given.

Fields – TLR4 MyD88 comp	Hsp70 act	STAT3 blocker	G6PDH counter	STAT1 activator	STAT3 act	STAT1 inh	Diaphorase inh	APP 5UTR inh	Diaph act CS
COc1ccc(C2=NOC(C(=O)NCCCn3ccnc3)C2)cc1 (configuration not stated)
    -4	-0.4	7	1	84	99	18	4	-5	1
CCN(CC)S(=O)(=O)c1cc(C(=O)Nc2cccnc2)ccc1Cl
    8	-0.3	3	2	105	102	-5	7	13	0.9
O=C(CCN1C(=O)COc2ccccc21)NCCCN1CCN(c2ccccc2F)CC1
    0	-0.4	19	-11	92	88	9	10	4	0.9
Cc1nn(Cc2ccccc2)c(C)c1NC(=O)c1cccs1
    3	-0.2	-6	0	99	104	1	8	-11	0.9
Cn1c(CN2CCCC2)nc2cc(NC(=O)Nc3ccccc3)ccc21
    9	-0.1	-1	5	118	102	-20	-2	-10	1
CCN(CC)C(=O)COc1ccc2c(c1)C(=O)CC(C)(C)O2
    -7	0.1	1	8	108	107	-11	5	-4	0.9
COc1ccc(CCNC(=O)c2c(C)noc2C)cc1
    -2	0.0	12	1	91	92	9	-1	-4	1
CCCCCCCCc1nc(SC(C)C(=O)O)n[nH]1 (configuration not stated)
    -6	-0.3	4	2	101	101	0	5	6	0.9
CCOc1ccccc1NC(=O)/C(C#N)=C/c1c(C)nn(-c2ccc(F)cc2)c1Cl
    -1	-0.3	2	-1	104	98	-5	1	10	1
c1ccc2sc(N3CCN(Cc4nnnn4CC4CCCO4)CC3)nc2c1 (configuration not stated)
    13	-0.4	-3	2	103	108	-2	2	-16	1
COC(=O)c1ccccc1NS(=O)(=O)c1ccc2[nH]c(=O)[nH]c2c1
    -5	-0.1	6	-2	110	93	-11	2	3	1
COC(=O)N1CC(c2ccccc2)CC1=O (configuration not stated)
    -2	-0.5	4	-6	98	99	0	10	-7	0.9
CC(C)CC(NC(=O)c1ccc(Cl)cc1)C(=O)O (configuration not stated)
    -10	0.1	-4	6	103	103	-3	7	-2	0.9
O=C(NCC(=O)N(Cc1ccco1)C(C(=O)NC1CCCCC1)c1cccnc1)c1cccs1 (configuration not stated)
    4	-0.1	5	-2	100	94	0	8	-7	0.9
COc1ccc(CCNC(=O)C(=O)N2CCCCC2)cc1OC
    -2	-0.3	9	1	99	96	3	8	0	0.9
CCOP(=O)(OCC)C(NC(=O)Nc1ccc(Cl)cc1)C(=O)N(CC)CC (configuration not stated)
    4	-0.1	6	-6	97	97	3	4	-6	1
COc1ccccc1N1CCN(C/C(O)=C(\C#N)c2nc(-c3ccccc3)cs2)CC1
    10	-0.2	6	16	102	98	-2	21	3	0.8
CC(C)CC1CC(=O)OC1(C)C(=O)CSc1nc2ccccc2s1 (configuration not stated)
    -4	-0.2	5	6	103	99	-3	13	7	0.9
CCOc1cc(C)cc2oc(=O)cc(-c3ccccc3)c12
    10	0.8	-6	-4	99	102	1	25	-1	0.8
c1ccc(CSc2nnnn2-c2cccc3ccccc23)nc1
    -15	-0.2	2	3	102	99	-2	12	14	0.9

Complete entries from above. Screens in order: TLR4 MyD88 comp	Hsp70 act	STAT3 blocker	G6PDH counter	STAT1 activator	STAT3 act	STAT1 inh	Diaphorase inh	APP 5UTR inh	Diaph act CS
CCOP(=O)(OCC)C(NC(=O)Nc1ccc(Cl)cc1)C(=O)N(CC)CC (configuration not stated) in the list: 4	-0.1	6	-6	97	97	3	4	-6	1
COc1ccc(CCNC(=O)c2c(C)noc2C)cc1 in the list: -2	0.0	12	1	91	92	9	-1	-4	1

Next part.
Fields – TLR4 MyD88 comp	Hsp70 act	STAT3 blocker	G6PDH counter	STAT1 activator	STAT3 act	STAT1 inh	Diaphorase inh	APP 5UTR inh	Diaph act CS
Cc1ccc2c(c1)N(CC(=O)N1CCN(c3nc4ccccc4s3)CC1)C(=O)C(C)O2 (configuration not stated)
    4	-0.1	-5	7	104	107	-4	13	-20	0.9
CCCn1c(N)c(N(CCOC)C(=O)/C=C/c2ccc(C(=O)OC)cc2)c(=O)[nH]c1=O
    -22	0.0	7	16	102	95	-4	5	-9	0.9
Cc1c(NC(=S)N/N=C/c2ccc(O)cc2)c(=O)n(-c2ccccc2)n1C
    -5	-0.2	2	-3	103	104	-3	11	8	0.9
COCCCNCCCCOc1ccc(OCc2ccccc2)cc1
    8	0.1	6	6	103	99	-4	7	-35	0.9
COc1cc(NC(=O)c2ccc(Cl)cc2)c(OC)cc1Cl
    4	0.6	-47	3	100	149*	0	5	-13	0.9
CN1CCN(CCC(=O)Nc2ccc3c(c2)OCO3)CC1
    -6	0.3	7	5	101	97	-1	11	-6	0.9
C=CCN1C(=O)/C(=C2/Sc3ccccc3N2C)SC1=Nc1c(C)n[nH]c1C
    3	-0.1	16	15	101	89	-1	13	-15	0.9
CN1N=C(C(=O)N2CCc3c([nH]c4ccccc34)C2c2ccccc2Cl)CCC1=O (configuration not stated)
    -10	-0.1	-59	6	112	156*	-15	26	-52	0.7
Cc1noc(C)c1S(=O)(=O)Nc1ccc(C(=O)N2CCN(c3cccc(Cl)c3)CC2)cc1
    9	-0.3	9	-3	107	98	-7	18	-3	0.8
C/C(CC(=O)Nc1cc(C)ccn1)=N\NC(=O)c1ccc(C)cc1
    -6	-0.2	1	8	116	101	-16	·	-3	·
COc1ccc2nc(SCC(=O)NN)cc(C)c2c1
    1	-0.3	2	6	97	102	3	10	-8	0.9
CC(=O)C1=C(O)C(=O)N(CCC(=O)O)C1c1ccc(Cl)cc1Cl (configuration not stated)
    10	-0.1	8	10	100	97	0	-2	9	1
CCOC(=O)C1(Cc2ccccc2)CCCN(Cc2ccc(OCC)c(CO)c2)C1 (configuration not stated)
    8	-0.4	3	14	97	102	3	7	8	0.9
COc1ccc(C(=O)Nc2c(Cl)cc(Cl)cc2C(=O)N2CCOCC2)cc1
    6	0.3	2	5	103	102	-5	10	-8	0.9
CCOC(=O)c1ccc2c(c1)nc(SCC(=O)NC(C)C)n2CC
    15	-0.5	6	22	103	100	-3	-14	-1	1.1
CCCc1cc(=O)n2[nH]c(-c3ccco3)nc2n1
    1	-0.2	8	1	98	94	2	16	13	0.8
O=C(c1ccccc1Cl)N1CCC(c2nc3c(nnn3Cc3ccco3)c(=O)[nH]2)CC1
    10	-0.2	1	2	100	100	1	13	-3	0.9
COc1cc(CCC(=O)OCC(=O)Nc2ncc(Cl)cc2Cl)cc(OC)c1OC
    -3	0.7	2	4	106	106	-6	22	-7	0.8
O=C1CS/C(=N/N=C/c2ccccc2OS(=O)(=O)c2ccccc2)N1
    -1	-0.1	6	-1	105	96	-6	2	9	1
CC1Cc2ccccc2N1C(=O)CSc1nnc2c(n1)[nH]c1ccccc12 (configuration not stated)
    9	-0.4	8	-1	92	101	9	29	-3	0.7
O=C(c1ccco1)N1CCN(c2ncnc3scc(-c4cccs4)c23)CC1
    4	0.1	3	2	96	100	10	28	-34	0.7
CC(C)C(=O)NC(NCC1CCCO1)C(Cl)(Cl)Cl (configuration not stated)
    2	0.2	6	3	101	99	-1	9	8	0.9
CCC(C)NC(=O)c1ccccc1SC (configuration not stated)
    -1	0.0	-16	5	104	112	-4	-2	-14	1
COc1cccc(/C(O)=C2/C(=O)C(=O)N(c3cc(C)on3)C2c2cccs2)c1 (configuration not stated)
    -3	-0.3	2	5	103	102	-3	11	-25	0.9
CN(C)S(=O)(=O)c1ccc(N2CCCC2)c(C(=O)Nc2nc3ccc(F)cc3s2)c1
    6	0.1	-7	-3	99	114	1	23	6	0.8
Nn1cc(-c2ccccc2)nc1SCC(=O)NCC(F)(F)F
    -4	0.0	2	4	98	106	3	7	-32	0.9
O=c1[nH][nH]cc1C=Nc1ccccc1Cl
    -3	-0.4	18	13	103	90	-5	5	3	0.9
CCCn1c(=O)c2ccccc2n2c(SCC(=O)c3ccccc3)nnc12
    -4	-0.3	4	1	107	101	-8	15	8	0.9
Cc1c(C(=O)NCc2cccnc2)sc2ncn(CC(=O)N3CCCCC3C)c(=O)c12 (configuration not stated)
    -13	0.2	10	-13	101	94	-1	8	-18	0.9
COc1cccc(NC(=O)CN2C(=O)C(c3ccc(C)cc3)=NC23CCCCCC3)c1
    -7	-0.3	2	-16	109	97	-10	25	-4	0.8
CCC1(CC)C(=O)N=C2c3ccccc3C(=O)N21
    -3	0.0	10	14	93	97	8	1	5	1
NC(=S)N/N=C/c1ccccc1OCc1cccc(Cl)c1
    3	-0.2	9	3	121	97	-24	22	-16	0.8
C/C(=N\NC(=O)c1cccc(Cl)c1)c1cccc(NC(=O)c2ccco2)c1
    -8	0.0	17	-26	108	91	-9	15	-43	0.9
O=C(c1cccs1)n1cc(C(=S)N2CCOCC2)c2ccccc21
    2	-0.3	11	18	95	91	6	14	5	0.9
COc1cc(C(C)=O)ccc1Oc1cnccn1
    -8	-0.1	7	-3	101	97	-3	-6	4	1.1
COc1ccc(CC(=O)Nc2cc(=O)n(C)c(=O)n2C)cc1
    3	-0.1	-1	0	98	105	2	21	-3	0.8
Cc1ccc2oc3c(c(=O)c2c1)C(c1cccc(Br)c1)N(Cc1ccco1)C3=O (configuration not stated)
    9	0.2	8	-1	98	99	2	4	3	1
O=C(O)C1C2C=CC(C2)C1C(=O)NCCc1cccc(Cl)c1 (configuration not stated)
    1	-0.4	-3	3	100	103	0	4	-12	1
Cc1cccc(CN2CCN(CC(=O)O)C2=O)c1
    16	0.2	0	9	98	107	2	5	-9	1
CC(C)c1cccc(C(C)C)c1OCCCCN1CCCC1
    -2	-0.2	4	6	94	101	7	6	5	0.9
O=C(O)c1ccc(-n2cccn2)nc1
    -2	-0.1	0	10	99	107	0	4	-21	1

Compound activity from PubChem.
